# uPA generation: cell surface uPA generation inhibition | AID 540303 | actives 0.31% (n = 330,000) | Potency, µM (highest dose often 38.3 µM), without a hit: top-dose activity change, negative = inhibition, hits mostly inhibitors | cell surface uPA generation assay, qHTS; active = well fitted inhibition curve with a large enough effect; inconclusive = small, poorly fitted or top-dose-only effect; inactive = no such curve, though single readings can be large or run the other way; tested in mouse RAW 264.7 cells; also: potency is read from the fitted curve at half-maximal effect; % is scaled to controls: 0 for no effect and ±100 for the full control effect; nearly all actives have a fitted effect of over 55% in size
# TRPV1 agonist: human TRPV1 agonism | Q8NER1 | TRPV1-expressing cells, Fluo-8 calcium influx, agonist mode | activation, % at 8.33 µM | actives 0.19% (n = 320,000); in the data active = activation above about 80%; inconclusive = between about 30% and that limit; also: 0% is about no effect
#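 Cells expressing TRPV1 were dye-loaded with Fluo-8 and read kinetically: 10 s baseline, 3 min after compound (agonist portion), then 2 min after EC20 capsaicin (allosteric enhancer portion). Calcium-bound dye fluorescence at 480/520 nm.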
# S-ASM inh: blocks human secretory acid sphingomyelinase; placental ASM, HMU-PC fluorogenic substrate, 60 min; Potency, µM (doses to about 57.5 µM), for the others: at the highest dose activity change, negative = inhibition, usual class: inhibitors; actives 0.006% (n = 340,000); AID 504937; also: potency is read from the fitted curve at half-maximal effect
#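 Fluorogenic HMU-PC substrate (9 uM final) is turned over by placental ASM in 60 min at 37 C after a 10 min compound preincubation. Reaction ended by alkaline stop (pH 10), with fluorescence read at 386/447 nm.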
# B2AR arrestin: recruits beta-arrestin to the human beta2-adrenergic receptor; Potency, µM (titrated, usually from 46.1 µM), inactives show at the highest dose activation, hits mostly activators; beta-arrestin recruitment to beta2AR, cell-based reporter; actives 0.02% (n = 330,000); P07550; AID 492947;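 also: potency is read from the fitted curve at half-maximal effect; 0% = DMSO controls and full agonism = EC100 isoproterenol or metaproterenol; nearly all actives have a fitted effect of over 65% in size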
# ELG1 genotoxic: genotoxicity induction in ELG1-luciferase HEK293T cells; HEK293T ELG1-luciferase reporter, luminescence, 16 h; Potency, µM (top dose mostly 46 µM), for the others: at the highest dose activity change, positive = activation, hits mostly activators; actives 1.3% (n = 330,000); AID 504466; also: potency is read from the fitted curve at half-maximal effect; % of control where 0% means no effect; nearly all actives have a fitted effect of over 60% in size
#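 Step 1: seed 2,000 HEK293T ELG1-luciferase cells per well. Step 2: add compound or DMSO, incubate 16 hr at 37 °C. Step 3: ONE-Glo, 30 min at room temperature, read luminescence.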
# USP2a block: blocks human ubiquitin-specific protease USP2a | O75604 | USP2 core, Ub-CHOP2 coupled fluorogenic reporter, 485/531 | Potency, µM (doses to about 38.3 µM), for inactives: at the top dose activity change, negative = inhibition, actives largely listed as inhibitors | actives 0.01% (n = 330,000);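 also: potency is read from the fitted curve at half-maximal effect; plate controls were DMSO wells for no effect and full inhibition by NEM control for full effect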
# Target sequence (O75604 whole entry, looked up): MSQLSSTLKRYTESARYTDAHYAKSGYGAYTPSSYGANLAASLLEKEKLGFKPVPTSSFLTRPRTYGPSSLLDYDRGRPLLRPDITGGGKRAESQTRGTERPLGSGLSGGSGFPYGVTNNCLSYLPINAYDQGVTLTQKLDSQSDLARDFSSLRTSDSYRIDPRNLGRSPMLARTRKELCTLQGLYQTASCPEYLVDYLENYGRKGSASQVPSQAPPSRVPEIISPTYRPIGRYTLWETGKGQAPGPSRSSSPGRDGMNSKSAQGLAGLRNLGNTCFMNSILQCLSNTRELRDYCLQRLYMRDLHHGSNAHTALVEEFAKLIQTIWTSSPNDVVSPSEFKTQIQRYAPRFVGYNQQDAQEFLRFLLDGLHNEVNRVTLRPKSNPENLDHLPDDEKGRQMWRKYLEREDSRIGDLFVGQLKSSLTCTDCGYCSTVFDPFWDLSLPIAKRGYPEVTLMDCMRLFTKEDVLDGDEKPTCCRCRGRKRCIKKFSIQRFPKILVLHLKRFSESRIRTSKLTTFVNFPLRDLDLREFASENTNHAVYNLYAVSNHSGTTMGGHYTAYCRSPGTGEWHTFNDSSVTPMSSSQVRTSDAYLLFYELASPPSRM
#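 Cell-free coupled assay: 10nM USP2 core preincubated 30min RT with compound in Tris-HCl pH 8.0/CaCl2/CHAPS buffer, then 25nM Ub-CHOP2 and 25nM reporter substrate; fluorescence (Ex 485/Em 531) read after 60min RT, normalized to NEM inhibition, concentration-response curves fitted.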
# Eya2 phos inh: blocks the phosphatase activity of human Eya2; O00167; recombinant Eya2, OMFP fluorescence dephosphorylation (OMFP is methylfluorescein phosphate); Potency, µM (highest dose often 76.9 µM), inactives show top-dose activity, negative = inhibition, most hits filed as inhibitors; actives 0.006% (n = 330,000); AID 488837; also: potency is read from the fitted curve at half-maximal effect; % is scaled to controls: 0 for no effect and ±100 for the full control effect
#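 Eya2 protein (added as 0.2 uM solution) was preincubated with compound for 10 min at ambient temperature in 50 mM HEPES pH 7.5, 50 mM NaCl, 5 uM MgCl2, 0.05% BSA, 1 mM DTT. OMFP (added at 50 uM) then reacted 10 min; fluorescence read at 485/525 nm.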
# TSG101-PTAP inh: blocks PTAP/TSG101 interaction to inhibit HIV-1 budding. Q99816. Fluorescence polarization, FITC-PTAP peptide / Tsg101 binding. Potency, µM (top dose mostly 115 µM), for the others: at the highest dose activity change, negative = inhibition, usual class: inhibitors. 340,000 tested, under 10 active. AID 493005; active = well fitted inhibition curve with a large enough effect in the main read-out, with a control signal flat, not every such curve was filed as active; inconclusive = small, poorly fitted or top-dose-only effect, or effect the other way, or a change in a side signal; inactive = no such curve, though single readings can be large or run the other way; also: potency is read from the fitted curve at half-maximal effect; % of control where 0% means no effect
# Target sequence (Q99816 whole entry, looked up): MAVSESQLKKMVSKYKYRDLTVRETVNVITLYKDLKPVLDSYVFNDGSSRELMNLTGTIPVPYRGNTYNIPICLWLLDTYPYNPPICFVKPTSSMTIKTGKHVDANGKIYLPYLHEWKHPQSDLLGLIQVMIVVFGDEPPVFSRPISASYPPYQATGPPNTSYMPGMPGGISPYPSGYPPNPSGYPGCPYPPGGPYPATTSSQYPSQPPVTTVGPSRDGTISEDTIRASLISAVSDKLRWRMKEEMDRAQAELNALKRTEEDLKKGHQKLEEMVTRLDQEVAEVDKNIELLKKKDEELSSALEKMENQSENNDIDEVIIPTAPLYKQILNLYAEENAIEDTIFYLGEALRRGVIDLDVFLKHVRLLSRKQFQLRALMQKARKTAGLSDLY
#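 FP read-out: FITC-PTAP peptide, 50 nM final, binding Tsg101 binding domain, 10 uM final; 20 min, r.t.; 10 mM HEPES pH 7.5, 0.15 M NaCl, 0.01% Tween 20, 3 mM EDTA, 0.1 mM TCEP.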
# p53 reactivator: mutant p53 re-activation in reporter cells; AID 504706; actives 0.063% (n = 320,000); H1299 p53-A138V BP100-luciferase reporter, luminescence, 24 h; Potency, µM (doses to about 92.2 µM), without a hit: at the highest dose activity change, positive = activation, actives largely listed as activators; also: potency is read from the fitted curve at half-maximal effect; % of control where 0% means no effect; nearly all actives have a fitted effect of over 45% in size
#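 p53-null H1299 cells stably carrying temperature-sensitive p53-A138V and a BP100-luciferase reporter were pinned with compounds (4-point, 1:5 series) and held 24 hrs at 37 deg C. Luminescence was read 10 min after detection reagent.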
# Integrin act MD: activators of alpha7 integrin expression for muscular dystrophy; AID 624291; actives 0.064% (n = 350,000); Potency, µM (doses to about 38.3 µM), inactives show at the highest dose activation, most hits filed as activators; alpha7betagal myoblasts, beta-gal FDG fluorescence, 48 h;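 also: potency is read from the fitted curve at half-maximal effect; 100% = response of the positive control SU9516; nearly all actives have a fitted effect of over 60% in size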
#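 alpha7betagal+/- myoblasts (passage 13, 250/well) treated 48 h at 37C with compounds at 1:260 dilution of DMSO stock. Lysed, then beta-galactosidase activity read as FDG fluorescence (ex 480/em 540) after 30 min, with pre-read for autofluorescence.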
# BRCA1 expr act: increases BRCA1 expression; MCF7-BRCA1-FFLuc reporter, luminescence, 48 h; response scale: scaled: vehicle 0%, 10 µM genistein 100%; Potency, µM (doses to about 46.1 µM), inactives show at the top dose activation, actives largely listed as activators; actives 1.1% (n = 380,000); AID 624202; also: potency is read from the fitted curve at half-maximal effect; nearly all actives have a fitted effect of over 80% in size; some results filed as inactive show a strong effect at the top dose
#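 Reporter cells (MCF7, BRCA1 promoter-firefly luciferase) received library compounds across a concentration series for 48 h. End-point luminescence was measured and concentration-effect curves derived after normalization.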
# An asterisk follows results filed as active; ? = inconclusive; / = not tested or not shown; [ ] = another dose, or the depositor's remark. Unless noted, calls follow the shape of the dose curve; as a rule, active = well fitted curve in the direction sought with a large enough effect; inconclusive = small, poorly fitted or top-dose-only effect, or another doubt; inactive = no such curve, though single readings can be large; an effect the other way counts as inactive or inconclusive.
# Every second line gives: uPA generation | TRPV1 agonist | S-ASM inh | B2AR arrestin | ELG1 genotoxic | USP2a block | Eya2 phos inh | TSG101-PTAP inh | p53 reactivator | Integrin act MD | BRCA1 expr act
- COc1ccc(S(=O)(=O)N2CCC(C(=O)NCCCc3ccccc3)CC2)cc1
  -2% | 5 | -5% | 0.4% | -2% | -7% | 1% | -4% | 1% | -4% | -6%
- CCC(=O)Nc1nc2ccc(NC(=O)c3cc(OC)c(OC)c(OC)c3)cc2s1
  -4% | 1 | -22% | 0.1% | 1% | -2% | 14% | -6% | -3% | 2% | -47%
- COCCNC(=S)N(CCc1c(C)[nH]c2ccc(C)cc12)Cc1cccnc1
  8% | 20 | -1% | 0.3% | -1% | 2% | -6% | -4% | 4% | ? | -28%
- Cc1ccnc(NC(=O)c2ccc(S(=O)(=O)N3CCCCC3)cc2)c1
  6% | -2 | 0% | -0.2% | -1% | -5% | 14% | -1% | 3% | 5% | 16%
- COC(=O)C[n+]1cccc2ccccc21
  -2% | 13 | 11% | 0.2% | 0% | ? | 4% | ? | 1% | 2% | 5%
- COc1ccc(CNC(=O)CSc2nc(C)cs2)cc1
  1% | 4 | 3% | 0.5% | 3% | 9% | -12% | 1% | -3% | -7% | 40%
- c1ccc2c(Nc3nc(-c4ccncc4)nc4ccccc34)cccc2c1
  3% | 10 | 124% | 0.0% | -9% | 3% | -12% | 0% | -7% | -29% | -49%
- CCOC(=O)c1c(N2C(=O)Nc3ccccc3N2O)sc2c1CCCCC2
  2% | -6 | 9% | -0.7% | 1% | 5% | -2% | -6% | 0% | 4% | -15%
- O=C(c1ccncc1)N(Cc1ccco1)Cc1cc2ccccc2[nH]c1=O
  0% | -2 | 2% | 0.0% | -3% | -1% | -8% | -2% | -2% | -1% | 2%
- COc1ccc(N(CC(=O)NCc2ccco2)S(=O)(=O)c2ccc(C)cc2)cc1
  2% | -1 | -2% | 0.4% | 0% | 6% | -3% | 1% | -8% | 15% | 20%
- COC(=O)CCC(=O)Nc1ccc(C)cc1OC(=O)CCC(=O)OC
  3% | -1 | -2% | -0.1% | 2% | -1% | -3% | 1% | 7% | 9% | 2%
- Cc1ccc(-c2cc(C(=O)NCc3ccc4c(c3)OCO4)[nH]n2)c(O)c1C
  3% | ? | -14% | -0.3% | -1% | 1% | -6% | -2% | -4% | -18% | 16%
- COc1ccccc1-c1c(C)oc2c(CN3CCCCC3C)c(O)ccc2c1=O (stereo not drawn)
  4% | 5 | 158%[activator] | -0.6% | -1% | 2% | 6% | -4% | -1% | -15% | -17%
- CC(C)CN(C(=O)c1cccc(Cl)c1)c1c(N)n(Cc2ccccc2)c(=O)[nH]c1=O
  -6% | 0 | 20% | -0.2% | 0% | 2% | 12% | -1% | -7% | ? | -9%
- Cc1ccc(-c2nnn(CC(=O)N(Cc3cccs3)C(C(=O)NC(C)(C)C)c3ccc(C)o3)n2)o1 (stereo not drawn)
  -5% | -5 | -7% | -0.1% | -3% | 0% | -12% | -5% | 2% | -1%[7.66 µM] | -15%
- CCCCOC(=O)C1=C(C)Nc2ncnn2C1c1cc(OC)c(OC)cc1OC (stereo not drawn)
  / | -4 | 16% | -0.1% | 1% | 2% | -9% | -7% | -21% | -10% | -8%
- N#Cc1ccc(-c2nc3ccccc3c(=O)n2O)cc1
  3% | 4 | 1% | 0.5% | -14% | -8% | -21% | 0% | -3% | -19% | -19%
- O=C(Nc1cccc(Cl)c1)NC1CCS(=O)(=O)C1 (stereo not drawn)
  -2% | 2 | 0% | -0.5% | -3% | 1% | -13% | 0% | -1% | 34% | -1%
- OC(c1ccccc1)c1nccn1Cc1ccccc1 (stereo not drawn)
  -1% | -3 | 0% | -0.1% | -2% | 1% | 0% | -4% | -2% | -10% | 7%
- COc1ccc(CCNC(=O)CSc2nc(C)nc3sccc23)cc1OC
  -2% | 0 | -1% | -0.2% | -5% | 0% | 1% | -3% | -2% | -25% | -7%
- COc1ccc(N(CC(=O)Nc2ccc(OC)cc2OC)S(=O)(=O)c2ccccc2)cc1
  -5% | 1 | -3% | 0.1% | -9% | 0% | 6% | -1% | -5% | 12% | -69%
- CCc1cccc(C)c1NC(=O)COC(=O)CSCc1ccccc1
  9% | / | 3% | -0.6% | -2% | -6% | -1% | -1% | -8% | 21% | -7%
- CCc1ccc(CN(C)CC(=O)Nc2sccc2C#N)cc1
  2% | 18 | 1% | 7.6% | -1% | 3% | -6% | 2% | -12% | -18% | -22%
- COc1ccc(NC(=O)c2c(Cl)cnn2C)c(C)c1
  -12% | 2 | 3% | -0.6% | 0% | 1% | -8% | -2% | -4% | -12% | -13%
- COc1cc(C=O)cc(OC)c1OS(=O)(=O)c1ccc(NC(C)=O)cc1
  / | 0 | 3% | -1.0% | 1% | -1% | -31% | 1% | 6% | 4% | 2%
- CC(NC(=O)COC(=O)Cn1cc(C(F)(F)F)ccc1=O)c1ccccc1 (stereo not drawn)
  7% | / | 1% | -0.7% | 0% | -1% | -18% | -5% | 3% | 3% | 3%
- O=[N+]([O-])c1ccccc1S(=O)(=O)Nc1nc2ccccc2s1
  1% | 2 | / | 0.1% | 0% | 0% | -11% | 0% | 5% | 17% | 21%
- CC(Cc1cccs1)NC(=O)Nc1ccccc1 (stereo not drawn)
  -6% | ? | 3% | -0.1% | 6% | 3% | -15% | -2% | 6% | 0% | 66%
- CC(=O)Nc1ccc(NC(=O)CSC2=NCCS2)cc1
  1% | 0 | 0% | -0.1% | 1% | 3% | -26% | -1% | 10% | -18% | -2%
- Oc1ccc2ccccc2c1CN1CCN(c2ccccc2F)CC1
  -10% | 7 | 3% | -0.3% | 2% | 1% | -1% | -1% | 15% | -10% | -5%
- CC1CCCN(C(=O)COC(=O)c2ccc[nH]c2=O)C1 (stereo not drawn)
  4% | 0 | 0% | -0.1% | 1% | 3% | -11% | -1% | 3% | -43% | -16%
- COC(=O)Cn1cnc2c(nnn2Cc2ccc(Cl)cc2)c1=O
  / | 12 | -1% | 0.1% | 2% | 0% | 14% | -5% | 2% | -1% | 10%
- COc1cc(OC)cc(C(=O)Nc2cccc(-c3ccc4nncn4n3)c2)c1
  / | 1 | / | -0.1% | -4% | 0% | 15% | / | -2% | / | /
- O=C(CCCOc1ccc(Cl)cc1Cl)Nc1ccc(O)cc1C(=O)O
  5% | 1 | 29% | -1.0% | -3% | 0% | ? | -13% | -1% | -11% | 0%
- O=C1NC2(CCCc3ccccc32)C(=O)N1Cc1nnc(-c2ccccc2Br)o1 (stereo not drawn)
  -1% | 6 | -1% | -1.0% | -8% | -4% | 26% | -7% | -4% | -25% | -16%
- O=C(c1ccc(N2CCN(C3CC(=O)N(Cc4cccs4)C3=O)CC2)cc1)c1cccnc1 (stereo not drawn)
  -8% | 16 | -1% | 0.0% | -18% | 0% | -4% | -10% | -5% | -17% | 0%
- CCOC(=O)c1cnc(SC)nc1Oc1cccc(NC(=O)c2ccc(Cl)cc2)c1
  9% | 12 | -7% | -1.6% | -2% | 0% | -4% | -7% | 20% | 15% | 3%
- CC(=O)OC(C(=O)N1CCN(c2ccccc2F)CC1)c1ccccc1 (stereo not drawn)
  -1% | 3 | 0% | 0.4% | 3% | 4% | 14% | -1% | -16% | 8% | 4%
- COc1ccc(N2CC(C(=O)N[C@@H](C)C(=O)N[C@H](CO)c3ccccc3)CC2=O)cc1 (stereo partly drawn)
  -2% | 0 | -2% | -0.5% | 1% | 1% | 4% | 1% | / | 15% | 4%
- Cc1ccc(N2C(=O)CC(N3CCN(S(=O)(=O)c4ccccc4)CC3)C2=O)c(C)c1 (stereo not drawn)
  10% | 3 | 1% | -3.0% | -2% | 0% | 1% | -1% | 4% | -9% | -14%
- Cc1cc(C(=O)N/N=C2\CCCC(=O)C2)c2ccccc2n1
  2% | 2 | -3% | -0.3% | 0% | -1% | -2% | -2% | -1% | ? | -25%
- COC(=O)c1nnn(CC(=O)Nc2ccc(C)c(F)c2)c1C(=O)OC
  / | 2 | 3% | -0.2% | 3% | 2% | -10% | 2% | -7% | -8% | 4%
- COc1cc(/C=C2\S/C(=N/S(=O)(=O)c3ccccc3)NC2=O)c([N+](=O)[O-])cc1OC
  1% | 0 | 7% | -0.1% | 5% | -2% | 5% | -8% | 0% | 38% | 0%
- Clc1ccc(C2Nc3cccc4cccc(c34)N2)cc1Cl
  -3% | -6 | 2% | 0.4% | -3% | 1% | -9% | -2% | 0% | -9% | -35%
- COCc1nnc(NC(=O)c2ccco2)s1
  -4% | -1 | 1% | -0.3% | 2% | 3% | -1% | -4% | 4% | -24% | 7%

# Bioassay records as filed in PubChem.
